NCF1 inh – p47phox (human) inhibition. P14598. p47phox/p22phox peptide binding, fluorescence polarization, 2 h. 0.53% of 220,000 active. inhibition, % at 24.7 µM;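 active = inhibition above about 30%, limit read from the data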;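 note: 0% = p47phox with labelled peptide and 100% = labelled peptide alone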
Target sequence (P14598 whole entry, looked up): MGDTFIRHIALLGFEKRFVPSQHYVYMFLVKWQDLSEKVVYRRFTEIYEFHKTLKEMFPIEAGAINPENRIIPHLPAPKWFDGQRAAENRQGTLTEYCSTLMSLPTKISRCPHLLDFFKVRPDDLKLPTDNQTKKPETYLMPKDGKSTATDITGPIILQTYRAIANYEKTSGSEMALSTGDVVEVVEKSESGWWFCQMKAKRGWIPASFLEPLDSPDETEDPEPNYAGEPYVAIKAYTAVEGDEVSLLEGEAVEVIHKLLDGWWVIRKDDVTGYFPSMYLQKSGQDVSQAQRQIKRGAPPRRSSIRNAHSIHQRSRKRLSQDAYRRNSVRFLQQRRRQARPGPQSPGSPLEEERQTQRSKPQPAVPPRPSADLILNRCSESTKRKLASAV
CHOP inh – inhibitors of CHOP induction in ER stress response | CHO-K1 CHOP-promoter luciferase, tunicamycin-induced, 15-18 h | inhibition, % at 10 µM | 3.8% of 220,000 active;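 active = compounds that reduced the stress-induced luciferase reporter signal by more than about 70% of percent inhibition, limit read from the data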;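 note: 0% = tunicamycin plus vehicle and 100% = wells without tunicamycin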
* marks the source's active call; other numbers are inactive results; & = joins results of further samples.

`COC(=O)CCCC1=CC2=C(c3ccccc3)C(=O)C(C)(OC(=O)C3CCCC3)C(=O)C2=CN1C1CCCCC1` (stereo not given) gave NCF1 inh -4.0 and CHOP inh -9.9.
Screening CCC1=C(OC(=O)N(CC)CC)N2C(=O)OC(=NCC3CC3)[C@]2(Cc2ccccc2)[C@H]2C1=CC[C@H]1C(=O)N(C)C(=O)[C@H]12 returned NCF1 inh -7.8 and CHOP inh -0.8.
For CC1(OC(=O)C2CCCC2)C(=O)C=C2C=C(c3ccsc3)OC=C2C1=O (stereo not given) the results were NCF1 inh 10.7 and CHOP inh 2.8.
Screening Cc1cccc(-n2ncc3c(NCc4cccnc4)ncnc32)c1 returned NCF1 inh 1.7 and CHOP inh -20.4.
Nc1c2c(nc3ccccc13)N(c1ccccc1)CC2 was read as NCF1 inh 7.1 and CHOP inh -18.1.
Screening CC(C#Cc1c([C@@H](C)Oc2ccccc2)nnn1Cc1ccccc1)Oc1ccccc1 (stereo not given in full) returned NCF1 inh -8.2 and CHOP inh 17.3.
Cc1cc(NC(=O)c2noc3c2CCc2ccccc2-3)no1 was read as NCF1 inh -8.2 and CHOP inh 19.2.
Screening COC(=O)[C@@H]1C[C@H]2CC[C@H](O)C[C@H]2N1Cc1ccc(C(C)(C)C)cc1 returned NCF1 inh -31.1 and CHOP inh 12.0.
Screening COC(=O)c1ccsc1NC(=O)c1ccc2c(c1)OCCO2 returned NCF1 inh 0.9 and CHOP inh -27.3.
Screening CC[C@@H](C)[C@H](NC(=O)OCc1ccccc1)c1nnc([C@@H](NC(=O)OCc2ccccc2)[C@@H](C)CC)o1 returned NCF1 inh 0.6 and CHOP inh 23.9.
For CC(C)C[C@@H]1NC(=O)[C@H](Cc2ccccc2)N(C)C(=O)[C@H](C)NC(=O)c2ccccc2NC(=O)[C@H](Cc2ccc(O)cc2)N(C)C1=O the results were NCF1 inh -21.4 and CHOP inh 2.0.
For NCCCC[C@H]1CNC(=S)N1CC1(c2ccccc2)CC1 the results were NCF1 inh -8.1 and CHOP inh -6.1.

Gathered by group, the compounds so far with a carbonyl joined to an NH by a bond outside any ring.
Cc1cc(NC(=O)c2noc3c2CCc2ccccc2-3)no1 was read as NCF1 inh -8.2 and CHOP inh 19.2.
Screening COC(=O)c1ccsc1NC(=O)c1ccc2c(c1)OCCO2 returned NCF1 inh 0.9 and CHOP inh -27.3.
Screening CC[C@@H](C)[C@H](NC(=O)OCc1ccccc1)c1nnc([C@@H](NC(=O)OCc2ccccc2)[C@@H](C)CC)o1 returned NCF1 inh 0.6 and CHOP inh 23.9.

More results
C[C@H](NC(=O)c1[nH]cnc1C(=O)Nc1ccccc1)C(=O)OC(C)(C)C was read as NCF1 inh 4.1 and CHOP inh 48.2.
For Cc1ccccc1COCCN1CCN(S(=O)(=O)c2ccccc2)CCC1=O the results were NCF1 inh -13.0 and CHOP inh -4.5.
C[C@H](NC(=O)c1nc[nH]c1C(=O)N[C@@H](C)C(=O)OC(C)(C)C)C(=O)OC(C)(C)C was read as NCF1 inh -11.8 and CHOP inh 1.4.
`Cc1ccc(-c2csc3nc4ccc(C(=O)NCCO)cc4c(=O)n23)cc1` gave NCF1 inh -8.5 and CHOP inh -4.8.
`CCCCCCN(C(=O)CCCCCN1C(=O)NC(c2ccc(-c3ccccc3)cc2)C(C(=O)OCc2ccccc2)=C1C)C(C(=O)NCCCC)c1ccccc1` (stereo not given) gave NCF1 inh -15.6 and CHOP inh 7.5.
Screening Cc1ccc(-c2ccc([C@H]3[C@H]4C=CC[C@@H](C)[C@@H]4C(=O)N3Cc3ccccc3)c(F)c2)cc1 returned NCF1 inh -10.2 and CHOP inh 6.7.
Screening CC1C2Cn3c(nc4ccccc43)C1N(C(C)C)O2 (stereo not given) returned NCF1 inh -4.8 and CHOP inh -1.6.
For CC(=O)SCC[N+](C)(C)C the results were NCF1 inh -8.6 and CHOP inh 10.7&-18.4.
Screening CC(C)(C)[C@@H]1C=C(C(N)=O)O[C@H](OCc2ccc(CO)cc2)C1 returned NCF1 inh -5.5 and CHOP inh -1.8.
`COC(C[C@H]1O[C@H]1[C@H](O)COCc1ccccc1)OC` gave NCF1 inh -15.9 and CHOP inh 9.0.
COc1ccc(C(=O)Nc2ccc(O)c3c(=O)cc(-c4cccc(Cl)c4)oc23)cc1 was read as NCF1 inh 3.6 and CHOP inh 23.1.
For COc1cc(O)c(C(CCN2CCCC2)c2cc(OC)c(OC)c(OC)c2)c(OC)c1 (stereo not given) the results were NCF1 inh 8.3 and CHOP inh -21.3.

Gathered by group: the compounds so far containing an aryl methoxy group
COc1ccc(C(=O)Nc2ccc(O)c3c(=O)cc(-c4cccc(Cl)c4)oc23)cc1 was read as NCF1 inh 3.6 and CHOP inh 23.1.
For COc1cc(O)c(C(CCN2CCCC2)c2cc(OC)c(OC)c(OC)c2)c(OC)c1 (stereo not given) the results were NCF1 inh 8.3 and CHOP inh -21.3.

Carrying on.
For Cc1ccc(C(=O)Nc2cccc(C(F)(F)F)c2)cc1Nc1ccccn1 the results were NCF1 inh -4.7 and CHOP inh 32.1.
CCOC(=O)c1nc(C)c(C(C)=O)s1 was read as NCF1 inh -11.4 and CHOP inh 1.4.
For Cc1cccc(C)c1OCC(C)N (stereo not given) the results were NCF1 inh 5.1 and CHOP inh 16.1&-2.8.
COc1ccc(CCNc2ccc(C(CC(N)=O)NC(=O)c3ccccc3)cc2[N+](=O)[O-])cc1 (stereo not given) was read as NCF1 inh -4.2 and CHOP inh 20.1.
CC1(OC(=O)CCc2ccccc2)C(=O)C=C2C=C(c3ccc(C#N)cc3)N(CCN3CCOCC3)C=C2C1=O (stereo not given) was read as NCF1 inh 1.0 and CHOP inh -37.4.
For Cc1nc(C(=O)NCCC(C)C)sc1C1(C)CC(c2ccccc2)=NO1 (stereo not given) the results were NCF1 inh -44.8 and CHOP inh 11.0.
Screening O=C(O)CCc1cc(I)c(Oc2ccc(O)c(I)c2)c(I)c1 returned NCF1 inh -92.9 and CHOP inh 7.5.
`CCC1=C(OC(=O)N(CC)CC)N2C(=O)OC(=NCC(=O)OC)[C@]2(Cc2ccccc2)[C@H]2C1=CC[C@H]1C(=O)NC(=O)[C@H]12` gave NCF1 inh -10.0 and CHOP inh -6.1.
CC(C)(C)OC(=O)NCCCC[C@H](NC(=O)c1[nH]cnc1C(=O)Nc1ccccc1)C(=O)OC(C)(C)C was read as NCF1 inh -33.0 and CHOP inh 22.0.
FC(F)(F)c1ccc(CN2C[C@@H]3C(c4ccc(Cl)nc4)C4(c5ccccc5)CC3(C4)[C@H]2c2ccccc2)cc1 (stereo not given in full) was read as NCF1 inh -20.5 and CHOP inh 10.1.
COCCN(CCOC)c1ncnc2c1cnn2-c1ccccc1 was read as NCF1 inh 3.8 and CHOP inh -38.1.
`Cc1ccc(-c2csc3nc4cc(C(N)=O)ccc4c(=O)n23)cc1` gave NCF1 inh -4.2 and CHOP inh 19.5.
For CC1(c2nnc(-c3ccc(F)cc3)o2)CC(c2c(Cl)cccc2Cl)=NO1 (stereo not given) the results were NCF1 inh -5.5 and CHOP inh 5.0.
`C[N+]1([O-])[C@@H]2Cc3cc4c(cc3[C@@H]1Cc1cc3c(cc12)OCO3)OCO4` (stereo not given in full) gave NCF1 inh 0.7 and CHOP inh -7.9.
Screening Cc1ccc(C(=O)Nc2cccc(C(F)(F)F)c2)cc1NC(=O)c1nccn1C returned NCF1 inh -6.1 and CHOP inh 21.8.
For CN1C(C(=O)NCc2ccco2)CC2Cn3c(nc4cc5ccccc5cc43)C21 (stereo not given) the results were NCF1 inh -6.1 and CHOP inh -13.3.
C=C(C)C(=O)Nc1cccc(C2=NOC3(C2)C[C@H](C(N)=O)N(C(=O)c2ccccc2C(=O)c2ccccc2)C3)c1 (stereo not given in full) was read as NCF1 inh 2.7 and CHOP inh -48.8.
`O=C(c1ccccc1S(=O)(=O)NCc1ccccc1)N1CCCC1` gave NCF1 inh -1.8 and CHOP inh -29.6.
C/C=C\C(=O)Nc1cccc(C2=NOC3(C2)C[C@@H](C(N)=O)N(C(=O)COc2ccc(Cl)cc2)C3)c1 (stereo not given in full) was read as NCF1 inh -14.5 and CHOP inh 3.4.
For CC1(C(=O)N2CC3(CC(c4cccc(NC(=O)CC(c5ccccc5)c5ccccc5)c4)=NO3)C[C@@H]2C(N)=O)CC1 (stereo not given in full) the results were NCF1 inh 1.0 and CHOP inh 17.8.
For Nc1c2c(nc3ccccc13)N(C1CCCCC1)CC2 the results were NCF1 inh 6.0 and CHOP inh -6.2.
For O=C(c1ccc2c(c1)OCO2)N1CCC2(CC1)Oc1ccc(F)cc1C(=O)C21CC(c2cccnc2)=NO1 (stereo not given) the results were NCF1 inh -29.4 and CHOP inh 1.3.
For N[C@@H](Cc1c[nH]c2ccccc12)C(=O)O the results were NCF1 inh -5.7 and CHOP inh -12.7&0.1.
Cc1ccc2c(c1)COc1c3ccc(C(=O)N[C@@H](CO)C(C)C)cc3nn1-2 was read as NCF1 inh 0.8 and CHOP inh -37.8.
O=c1cc(-c2ccc(O)cc2)oc2c(C3OCC(O)C(O)C3O)c(O)c(C3OC(CO)C(O)C(O)C3O)c(O)c12 (stereo not given) was read as NCF1 inh -5.0 and CHOP inh -9.2.
Screening CCN(CC)CCC(c1cc(OC)c(OC)c(OC)c1)c1c(OC)cc(OC)c2c(C)cc(=O)oc12 (stereo not given) returned NCF1 inh -8.5 and CHOP inh 14.1.
CCC(=O)Nc1cccc(C2=NOC3(C2)C[C@@H](C(N)=O)N(C(=O)CC)C3)c1 (stereo not given in full) was read as NCF1 inh 13.4 and CHOP inh 15.2.
Screening COc1ccc2oc(=O)c(C(=O)Nc3ccccc3-c3ccccc3)cc2c1 returned NCF1 inh -6.5 and CHOP inh 27.1.
`O=C(CN1CCN(Cc2ccccc2F)C1=O)NCCN1CCOCC1` gave NCF1 inh 0.2 and CHOP inh 29.5.
CC1CCC/C=C/C(=O)c2c(O)cc(O)cc2CC(=O)O1 (stereo not given) was read as NCF1 inh -2.4 and CHOP inh 43.6.
`CCC(=O)Nc1cccc(C2=NOC3(C2)C[C@@H](C(N)=O)N(C(=O)C(c2ccccc2)c2ccccc2)C3)c1` (stereo not given in full) gave NCF1 inh -20.4 and CHOP inh 4.3.
Screening O=C(c1cc(C2CC2)on1)N1CCOCC1 returned NCF1 inh 1.4 and CHOP inh -2.9.
For COC(=O)c1ccc(-c2ccc(OC)c([C@H]3[C@H]4C=CC[C@@H](C)[C@@H]4C(=O)N3Cc3ccccc3)c2)cc1 the results were NCF1 inh -7.5 and CHOP inh 21.2.
`COc1ccc(COCCN2CCN(S(=O)(=O)c3ccccc3)CCC2=O)cc1` gave NCF1 inh -11.3 and CHOP inh -13.7.
COc1ccc(CNC(=O)c2cc(C3CC3)on2)cc1 was read as NCF1 inh -4.9 and CHOP inh -29.9.
CC1Cc2ccccc2N1C(=O)CCn1c(=O)sc2ccccc21 (stereo not given) was read as NCF1 inh -11.1 and CHOP inh -5.0.

Five structures from above, arranged by molecular weight, high to low.
O=c1cc(-c2ccc(O)cc2)oc2c(C3OCC(O)C(O)C3O)c(O)c(C3OC(CO)C(O)C(O)C3O)c(O)c12 (stereo not given) was read as NCF1 inh -5.0 and CHOP inh -9.2.
CCC(=O)Nc1cccc(C2=NOC3(C2)C[C@@H](C(N)=O)N(C(=O)CC)C3)c1 (stereo not given in full) was read as NCF1 inh 13.4 and CHOP inh 15.2.
Screening COc1ccc2oc(=O)c(C(=O)Nc3ccccc3-c3ccccc3)cc2c1 returned NCF1 inh -6.5 and CHOP inh 27.1.
`O=C(CN1CCN(Cc2ccccc2F)C1=O)NCCN1CCOCC1` gave NCF1 inh 0.2 and CHOP inh 29.5.
COc1ccc(CNC(=O)c2cc(C3CC3)on2)cc1 was read as NCF1 inh -4.9 and CHOP inh -29.9.

(list continues)
Screening CCOc1cccc(NC(=O)c2ccc(S(=O)(=O)N3CCCC3)cc2)c1 returned NCF1 inh -5.3 and CHOP inh 23.4.
`COC(C[C@@H]1O[C@H]1[C@H](O)COCc1ccccc1)OC` gave NCF1 inh -15.2 and CHOP inh -4.2.
C=C1CCN([C@@H](C)C(=O)NCCCCCC)S(=O)(=O)c2ccccc21 was read as NCF1 inh -6.6 and CHOP inh 5.6.
O=C(/N=C1\NC(=O)C(F)(C(F)(F)F)S1)NC1CCCCC1 (stereo not given) was read as NCF1 inh -8.8 and CHOP inh -13.9.
For CC[C@H](NC(=O)c1c(C)c(-c2ccccc2)nc2ccccc12)c1ccccc1 the results were NCF1 inh -13.4 and CHOP inh 39.3&20.4.
COc1cc(O)c(C(CCN2CCCC(C)C2)c2cc(OC)c(OC)c(OC)c2)c(OC)c1 (stereo not given) was read as NCF1 inh -8.8 and CHOP inh 1.2.
`O=C(NCc1nc2ccccc2[nH]1)C1=C[C@@H](C2CCCCC2)C[C@@H](OCCCCO)O1` gave NCF1 inh -3.8 and CHOP inh 26.3.
For CCSc1nnc(Cc2cc(=O)[nH]c(=O)[nH]2)n1-c1ccc(Cl)cc1 the results were NCF1 inh -3.6 and CHOP inh -7.6.
For C=C(C)C(=O)Nc1cccc(C2=NOC3(C2)C[C@@H](C(N)=O)N(C(=O)/C(C)=C/C)C3)c1 (stereo not given in full) the results were NCF1 inh -6.2 and CHOP inh -7.9.
`C/C=C\C=C/C(=O)Nc1cccc(C2=NOC3(C2)C[C@@H](C(N)=O)N(C(=O)CCCCC)C3)c1` (stereo not given in full) gave NCF1 inh -0.1 and CHOP inh 0.0.
For CCCCCCN(C(=O)CCCCCN1C(=O)NC(c2ccc(-c3ccccc3)cc2)C(C(=O)OCc2ccccc2)=C1C)C(C(=O)NCCCC)c1cccc(C(=O)OC)c1 (stereo not given) the results were NCF1 inh -0.6 and CHOP inh 21.1.

Two records picked at random from the list so far:
`COC(C[C@@H]1O[C@H]1[C@H](O)COCc1ccccc1)OC` gave NCF1 inh -15.2 and CHOP inh -4.2.
COc1cc(O)c(C(CCN2CCCC(C)C2)c2cc(OC)c(OC)c(OC)c2)c(OC)c1 (stereo not given) was read as NCF1 inh -8.8 and CHOP inh 1.2.

Compound activity (PubChem)

This is a subset; rates above refer to the full screens.
